Bioassay records from PubChem.
DAX1 inh-1 = DAX1 (NR0B1) inhibitors, primary screen, cell-based, HEK293, Gal4-DAX1, luciferase luminescence; Nuclear receptor subfamily 0 group B member 1 (Homo sapiens), P51843; HEK293 Gal4-DAX1 luciferase reporter; inhibition, % at 6.75 µM; 0.99% of 340,000 active; AID 504766, 2011;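 active = inhibition above the mean over all tested compounds plus 3 SD, cut at about 4.2% in these data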;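 note: 0% = DAX1-transfected cells with DMSO and 100% = empty-vector control cells with DMSO; inhibition shows as a rise in luminescence from relieved DAX1 repression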
Target sequence (P51843 207-470 limits assumed): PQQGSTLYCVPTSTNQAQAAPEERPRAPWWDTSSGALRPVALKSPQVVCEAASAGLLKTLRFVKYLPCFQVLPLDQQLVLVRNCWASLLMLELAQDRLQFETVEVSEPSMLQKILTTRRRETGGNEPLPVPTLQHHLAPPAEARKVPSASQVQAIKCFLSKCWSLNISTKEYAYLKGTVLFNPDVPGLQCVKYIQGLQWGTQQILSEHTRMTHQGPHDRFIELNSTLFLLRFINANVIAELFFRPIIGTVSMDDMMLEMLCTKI
SMARCA2 activ = SMARCA2 (BRM) function activators, primary screen, cell-based, luminescence, high throughput | 1% of 370,000 active | MG213 cells, MMTV-luciferase reporter, dexamethasone, overnight | activation, % at 9.1 µM; in the data active = activation above about 7.8%;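 note: 0% = vehicle wells and 100% = reference activator wells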
sPLA2-III inh = human group III sPLA2 inhibitors, primary screen, biochemical, QFRET, BODIPY PC-A2 liposome substrate; Group 3 secretory phospholipase A2 (Homo sapiens), Q9NZ20; QFRET BODIPY PC-A2 liposome hydrolysis, fluorescence; inhibition, % at 12.2 µM; 0.56% of 370,000 active;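 active = inhibition above mean plus 3 SD of compounds lying within the high and low control bounds, cut at about 19% in these data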;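 note: 0% = median of test compound wells and 100% = no enzyme DMSO wells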
Target sequence (Q9NZ20 whole entry, looked up): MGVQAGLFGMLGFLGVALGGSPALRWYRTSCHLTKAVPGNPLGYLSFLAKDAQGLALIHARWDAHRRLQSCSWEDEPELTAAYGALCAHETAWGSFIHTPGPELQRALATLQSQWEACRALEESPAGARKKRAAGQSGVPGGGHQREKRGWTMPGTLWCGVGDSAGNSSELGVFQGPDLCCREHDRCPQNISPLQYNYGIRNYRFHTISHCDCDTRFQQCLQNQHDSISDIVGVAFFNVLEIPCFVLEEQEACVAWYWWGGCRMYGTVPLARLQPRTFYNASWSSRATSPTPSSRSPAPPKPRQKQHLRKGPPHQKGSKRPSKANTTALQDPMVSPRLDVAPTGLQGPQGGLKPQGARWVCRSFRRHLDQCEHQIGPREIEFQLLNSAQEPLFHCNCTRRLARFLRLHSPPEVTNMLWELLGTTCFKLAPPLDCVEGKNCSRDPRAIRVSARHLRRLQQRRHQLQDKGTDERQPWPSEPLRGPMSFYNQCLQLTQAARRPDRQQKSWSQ
hcDAF12 agonist = H. contortus DAF-12 nuclear receptor activators, primary screen, cell-based, luminescence, HEK293, lit1-tk-luc reporter. 1.4% of 370,000 active. HEK293 hcDAF-12 lit1-tk-luc reporter; 0% DMSO, 100% Δ7-dafachronic acid. activation, % at 6.8 µM;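 active = activation above the mean of all tested compounds plus 3 SD, cut at about 5.5% in these data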;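 note: 100% = response to 3 µM Δ7-dafachronic acid high control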
DAX1 inh-2 = DAX1 (NR0B1) inhibitors on StAR promoter, primary screen, cell-based, luminescence, SF-1 (NR5A1), full-length DAX-1; HEK293T StAR-luciferase reporter, SF-1/DAX-1 repression relief; inhibition, % at 6.8 µM; AID 652010, 2013; 1.1% of 370,000 active;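 active = inhibition above the mean over all tested compounds plus 3 SD, cut at about 3.6% in these data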;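 note: 0% = DAX-1 cells with DMSO and 100% = cells lacking DAX-1 with DMSO; higher inhibition means more luminescence from relief of DAX-1 repression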
GAA850 FXN act = FXN promoter activators, primary screen, cell-based, luciferase luminescence, HEK293 lucGAA850; activation, % at 6 µM; AID 540364, 2011; HEK293 lucGAA850 FXN promoter luciferase reporter, 24 h; percent of 10 µM SAHA response; 0.56% of 360,000 active;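 active = activation above the average of all compounds screened plus 3 SD, cutoff fixed separately per campaign, cut at about 7.5% in these data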;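 note: 0% = DMSO wells and 100% = 10 µM SAHA wells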
hgDAF12 agonist = H. glycines DAF-12 receptor agonists, primary screen, cell-based, luminescence, HEK293, GAL4 fusion, UAS-luciferase; activation, % at 6.8 µM; Nuclear hormone receptor DAF-12 (Heterodera glycines), GAL4 fusion; 1.8% of 370,000 active; HEK293 GAL4-hgDAF12 UAS-luciferase reporter, agonist luminescence; normalized to butyrate control;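 active = activation above a cutoff set at the mean of all screened compounds plus 3 SD, cut at about 10% in these data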;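 note: 0% = DMSO wells and 100% = sodium butyrate wells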
proKLK7 act = proKLK7 zymogen activators, primary screen, biochemical, fluorescence intensity | Kallikrein-7 (Homo sapiens), P49862 | purified proKLK7, EDANS-DABCYL substrate fluorescence; 100% is mature enzyme control, 0% vehicle | activation, % at 7 µM | 0.9% of 370,000 active | AID 652039, 2013;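 active = activation above the mean of all tested compounds plus 3 SD, computed per campaign excluding outliers beyond control limits, cut at about 13% in these data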
Target sequence (P49862 whole entry, looked up): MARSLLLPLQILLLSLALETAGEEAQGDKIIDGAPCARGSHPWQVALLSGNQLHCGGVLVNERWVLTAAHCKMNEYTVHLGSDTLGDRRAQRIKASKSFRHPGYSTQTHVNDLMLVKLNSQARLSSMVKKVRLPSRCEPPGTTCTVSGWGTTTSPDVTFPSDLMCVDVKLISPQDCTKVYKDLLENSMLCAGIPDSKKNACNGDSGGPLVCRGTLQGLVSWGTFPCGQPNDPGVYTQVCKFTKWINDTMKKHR
GC-A act = GC-A stimulated cGMP production enhancers – HEK293 GC-A cells, cGMP TR-FRET, EC30 ANP, primary screen | Atrial natriuretic peptide receptor 1 (Homo sapiens), P16066 | 0% at EC30 ANP, 100% saturating ANP | activation, % at 10 µM | 0.14% of 370,000 active | AID 1671463, 2021; in the data active = activation above about 40%
GC-B act = human GC-B receptor activators, primary screen, HEK293 GC-B cells, cGMP TR-FRET, EC30 CNP; 0% at EC30 CNP, 100% saturating CNP; 0.11% of 370,000 active; Atrial natriuretic peptide receptor 2 (Homo sapiens), P20594; activation, % at 10 µM; AID 1920062, 2024;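 active = activation at 10 µM reaching about 35% in either raw or pattern-adjusted values, limit read from the data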
ssDAF12 agonist = S. stercoralis DAF-12 nuclear receptor activators, primary screen, cell-based, luminescence, HEK293, GRIP1 co-expression, lit1-tk-luc; Nuclear hormone receptor DAF-12 (Strongyloides stercoralis); HEK293 ssDAF-12/GRIP1 lit1-tk-luc reporter; % of 3 µM dafachronic acid response; activation, % at 6.8 µM; 1% of 370,000 active; AID 652126, 2013;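 active = activation above the mean over all tested compounds plus 3 SD, cut at about 0.9% in these data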;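 note: 0% = DMSO-only wells and 100% = 3 µM delta7-dafachronic acid wells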
Active calls of the source: *; / = not tested or not shown. Not a hit list; overall some 6.7% were active at least once.

SMILES	DAX1 inh-1	SMARCA2 activ	sPLA2-III inh	hcDAF12 agonist	DAX1 inh-2	GAA850 FXN act	hgDAF12 agonist	proKLK7 act	GC-A act	GC-B act	ssDAF12 agonist
O=C(COC(=O)c1ccccc1Br)Nc1ccccc1F	2.3	1	-6	-1.0	0.8	1.7	2.9	0.2	1	-4	-1.2
CCOC(=O)N1CCN(C(=O)CCSc2ccc(C)cc2)CC1	-0.2	0	-4	0.2	0.1	3.0	1.9	-0.3	-2	1	-0.5
CCCc1cc(=O)oc2cc(OCC(=O)NCCCN3CCOCC3)ccc12	0.6	-2	12	0.1	-0.5	1.5	2.8	-0.1	2	0	-1.0
Cc1ccc(C(=O)NCc2ccccn2)o1	4.2	-1	-5	-1.2	-0.3	0.7	-0.5	0.4	2	4	-1.4
CC1(C)CC(NC(=O)C23CCC(C)(C2Br)C3(C)C)CC(C)(C)N1 (stereo not given)	-0.4	-1	0	-2.4	-0.2	1.4	2.6	0.1	2	3	-1.0
Cc1ccc(NC(=S)NCCc2ccc(S(N)(=O)=O)cc2)cc1C	-0.4	-3	14	0.5	-0.7	0.0	-2.5	-0.3	1	10	-0.7
CCC(=O)N1CCN(c2ccc(NC(=S)NC(=O)c3cccc([N+](=O)[O-])c3)cc2)CC1	-0.3	-2	-2	-2.1	-0.7	1.7	0.3	-0.1	-1	5	-1.3
C=CCN=C1NC(c2cccc(F)c2)C(C(=O)OC)=C(C)N1C (stereo not given)	/	-3	10	-1.9	0.1	/	0.7	0.7	-2	-11	-1.0
CC1Sc2ccc(S(=O)(=O)CCC(=O)NCc3ccccc3)cc2NC1=O (stereo not given)	0.1	-2	4	1.4	0.2	0.1	-3.9	0.1	-6	-5	-1.4
CCOc1ccc(-n2c(C)cc(/C=N/N(C)C)c2C)cc1	0.2	-4	3	1.4	-0.2	-0.1	-0.6	0.0	3	0	-0.7
Cn1c(SCc2ccccn2)nnc1-c1cnccn1	1.1	1	0	0.7	0.9	0.5	7.1	-0.5	1	3	-0.1
CCOc1ccc(CC2S/C(=N/N=C/c3ccco3)NC2=O)cc1 (stereo not given)	1.5	3	-3	-1.9	-0.7	-1.6	0.0	0.8	4	4	-1.1
O=C(CCNS(=O)(=O)c1ccc(Cl)cc1)NCc1cccnc1	0.2	-1	4	-1.9	0.2	-1.2	-0.9	0.0	1	0	-1.0
Cc1cccc(C)c1NC(=O)CSc1nnc(-c2cccnc2)o1	1.2	-1	3	-1.6	-0.7	0.1	2.6	-0.2	8	0	-0.4
CC(C(=O)NN=C(c1ccccc1)c1ccccc1)N1CCOCC1 (stereo not given)	-1.1	-3	6	-1.4	0.8	0.7	0.3	-0.3	-5	4	-1.3
CCN(CC)S(=O)(=O)c1ccc(S(=O)(=O)N2CCN(C(=O)c3ccco3)CC2)cc1	0.1	-3	2	0.4	0.5	1.4	0.9	-1.0	1	4	-1.1
CC1CCCCN1C(=O)CSc1nc(-c2ccccc2)cc(=O)[nH]1 (stereo not given)	1.7	1	-2	-2.0	-0.5	0.4	0.4	-0.3	-2	2	-1.2
CC1CCCC(C)N1CC(O)Cn1c2ccccc2c2ccccc21 (stereo not given)	1.2	-2	1	0.9	-0.5	-1.1	0.7	0.2	-22	-14	-1.6
O=C(Nc1cccc(S(=O)(=O)C(F)(F)F)c1)[C@@H]1O[C@H](CO)[C@@H](O)[C@H]1O	/	1	0	1.2	0.0	1.7	-1.8	-0.4	-1	-2	-1.1
COc1ccc(S(=O)(=O)N2CCOC2CNC(=O)C(=O)NCCN2CCOCC2)cc1C (stereo not given)	1.7	-1	-3	0.1	-1.1	-0.4	-1.0	-0.1	1	5	-0.7

3 compounds from above, reduced to ssDAF12 agonist and DAX1 inh-1.
SMILES | ssDAF12 agonist | DAX1 inh-1
CCN(CC)S(=O)(=O)c1ccc(S(=O)(=O)N2CCN(C(=O)c3ccco3)CC2)cc1 | -1.1 | 0.1
Cc1cccc(C)c1NC(=O)CSc1nnc(-c2cccnc2)o1 | -0.4 | 1.2
O=C(CCNS(=O)(=O)c1ccc(Cl)cc1)NCc1cccnc1 | -1.0 | 0.2

The results go on.
SMILES	DAX1 inh-1	SMARCA2 activ	sPLA2-III inh	hcDAF12 agonist	DAX1 inh-2	GAA850 FXN act	hgDAF12 agonist	proKLK7 act	GC-A act	GC-B act	ssDAF12 agonist
O=C(NNC(=O)c1csc(-c2cnccc2C(F)(F)F)n1)c1ccc(C(F)(F)F)cc1	/	1	-18	-1.5	-0.4	0.7	-1.0	0.0	-1	5	-0.9
Cc1ccc(S(=O)(=O)NC(C)c2ccccc2)cc1[N+](=O)[O-] (stereo not given)	-0.3	-1	-7	-2.3	0.8	-0.8	0.6	0.7	-4	5	-1.3
N#C/C(=C(/O)CCl)c1nc2ccccc2[nH]1	-0.9	7	-2	4.7	-1.7	4.6	-6.0	-1.6	0	8	1.0*
CCN(CC)CCCN1C(=O)C(O)=C(C(=O)c2ccco2)C1c1ccc(OC(C)C)cc1 (stereo not given)	-1.1	1	-5	-0.1	1.2	0.3	-0.2	0.7	2	2	-1.5
O=C(Cc1ccc2c(c1)OCCO2)N1CCN(S(=O)(=O)c2cccs2)CC1	-0.5	3	-2	-0.5	0.3	1.1	-0.9	-0.7	4	1	-1.4
NC(=O)CSc1nnc(NC(=O)c2ccc(S(=O)(=O)N3CCCCC3)cc2)s1	3.1	2	-2	-1.4	-1.0	-2.3	0.4	0.1	0	-3	-1.5
Cc1c(CCCl)c(Cl)n2c(nc3ccccc32)c1C#N	0.0	1	0	-1.5	-0.3	6.5	-3.5	-1.0	16	4	-1.0
COC(=O)c1c(-c2cccc(C)c2)csc1N	-1.4	-3	-4	-0.7	-0.8	-0.8	-0.4	0.4	3	5	-1.4
Cc1c(C(=O)OCC(=O)N(C)C2CCS(=O)(=O)C2)oc2ccc(Br)cc12 (stereo not given)	-0.4	-3	4	0.1	0.4	-0.2	-0.9	-0.4	-5	-12	-1.6
CC(=O)Nc1cccc(-c2nnc(SCC(=O)n3c4c(c5ccccc53)CCCC4)n2C)c1	-0.4	6	-8	0.3	0.4	1.5	0.9	0.7	-15	3	-1.0
CC(Sc1nnc(-c2ccncc2)n1C)C(=O)NCC1CCCO1 (stereo not given)	-1.1	1	3	0.4	1.8	0.6	3.1	-0.1	1	2	-0.8
CCOC(=O)N1CCN(c2cc(=O)n(-c3ccccc3Cl)c(=O)[nH]2)CC1	1.4	-1	4	1.0	0.6	0.1	-4.1	0.1	1	3	-1.1
Cn1cccc1/C=C1/SC(=O)N(CC(=O)N2CCCC2)C1=O	-1.7	0	3	-2.0	-1.0	-2.3	-0.5	0.8	0	-1	-1.5
CCOc1cc(N2CCOCC2)c(OCC)cc1NC(=O)c1ccc(C)cc1	-1.2	0	9	-1.0	-1.2	-0.5	-2.1	0.1	2	4	-2.5
O=C1CC(c2ccccc2)CC(O)=C1C=NCc1ccc(Cl)c(Cl)c1 (stereo not given)	-1.1	0	8	-1.4	0.3	-1.7	2.5	-0.2	-1	-2	-1.5
CCC1(C)Cc2nc3sc(C(=O)O)c(N)c3cc2CO1 (stereo not given)	0.5	2	-4	0.6	0.5	2.7	4.8	-0.3	-6	1	-1.1
Cc1ccc(Cn2ccc(NC(=O)c3cc(C4CC4)on3)n2)cc1	1.9	-2	3	-0.9	0.1	0.8	-2.0	0.3	-1	-4	-1.8
COC(=O)C[C@@H]1C=C[C@@H](NC(=O)C2CCC2)[C@@H](CO)O1	/	-3	7	-1.1	0.4	/	0.7	1.0	0	3	-1.6
Cc1ccc(S(=O)(=O)N(C)C)cc1NC(=O)COC(=O)c1cccs1	0.4	-2	-3	-1.6	1.4	0.2	-0.5	0.4	-1	0	-1.2
CC(C)c1nnc(NC(=O)COC(=O)/C=C/c2ccc([N+](=O)[O-])cc2)s1	0.3	-1	2	-0.8	1.1	-0.1	-0.7	-0.2	-3	-3	-1.0
COc1ccc(CN(C)CC(=O)NC(=O)NCc2ccccc2)cc1OC	-0.4	-1	10	-2.2	-0.9	1.6	-0.3	-0.1	1	0	-2.2
COc1ccc(CN2C(=O)C(CC(=O)NCCc3ccccn3)CC(C(=O)N3CCCCCC3)=C2C)cc1 (stereo not given)	/	5	1	0.0	1.4	/	-3.2	0.2	0	13	-0.5
O=C(O)Cc1ccc(NC(=O)Nc2cccc3ccccc23)cc1	-0.3	1	-5	0.4	-0.9	1.8	-2.4	-1.6	-2	1	-0.9
CCc1ccc[n+](-c2nc([O-])sc2C=O)c1	2.7	8.0*	4	-0.6	0.3	0.4	-0.3	0.5	1	5	-1.0
CCn1c(SCC(=O)C(C)(C)C)nnc1-c1ccccc1OC	0.8	1	7	0.2	-0.7	0.3	1.0	0.2	2	0	-1.5
CCOC(=O)c1oc2ccccc2c1NC(=O)CCl	-1.4	1	3	-1.2	-0.8	-2.5	-0.7	0.0	6	-3	-1.5
Cc1ccc2c(c1)=C(c1sc(N(C)c3ccc(O)cc3)nc1O)C(=O)N=2	-2.3	-2	-7	-1.0	-0.5	-1.2	-1.2	-0.4	6	-3	-1.0
CCOCCCN1C(=O)C(O)=C(C(C)=O)C1c1cccs1 (stereo not given)	0.8	3	2	0.1	-0.3	-1.4	-1.9	0.5	2	4	-1.2
COc1cccc(/C=N/Nc2ncnc(Cl)c2N)c1O	-4.3	-2	11	-2.7	-3.0	-2.5	0.8	-0.7	-2	-7	-1.6
CC1SC(=NC(=O)C(C)N2C(=O)c3ccccc3C2=O)NC1=O (stereo not given)	-0.8	-1	7	1.2	-0.2	-0.1	-1.2	0.3	1	3	-0.7
COc1cc(S(=O)(=O)N2CCOCC2)ccc1NC(=O)COC(=O)c1ccccn1	0.4	-2	2	-0.7	-0.6	0.1	1.9	0.4	-9	-3	-0.1
Cc1ccc([N+](=O)[O-])c(C(=O)Nc2cccnc2Cl)c1	1.6	1	4	0.9	-0.7	0.1	-0.6	-1.0	-2	-5	-1.2
Cc1ccc(N(CC(=O)NCC2CCCO2)C(=O)CCC(=O)Nc2nccs2)cc1 (stereo not given)	0.6	-2	-2	0.6	-0.3	0.4	0.2	-0.2	3	-2	-1.1
